SKBR3 24h inh: SK-BR-3 proliferation inhibitors, primary screen, cell-based, human, 24 h; SK-BR-3 viability, CellTiter-Glo ATP luminescence; active compounds read low; viability, % at 10 µM; 41,000 tested, 0.47% active; AID 847, 2007;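 active means viability at or below the median of all test compounds minus 3 SD, in both replicates if run twice, cut at about 45% in these data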;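 further: 100% = median untreated cell wells and 0% = median positive control drug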
Numbers without * were called inactive. An excerpt; count on the stated rates, not on these rows.

The opening 6 records (preview)
For Nc1nonc1-c1noc(N2CCOCC2)n1 the results were SKBR3 24h inh 114.
`Cc1ccc(S(=O)(=O)Nc2ccc3nc(N)sc3c2)cc1` gave SKBR3 24h inh 95.
`COc1ccc(C2=Nn3c(nnc3-c3ccccc3OC)SC2)cc1OC` gave SKBR3 24h inh 93.
Cc1nc2cccc(C(=O)NC3CCCCC3)c2o1 was read as SKBR3 24h inh 104.
Screening COc1cc(-c2nn3c(-c4cccc(C)c4)nnc3s2)cc(OC)c1OC returned SKBR3 24h inh 87.
For COc1cc2c(cc1OC)C(COc1ccc3c(C)cc(=O)oc3c1)N(C(=O)c1ccco1)CC2 (stereo unspecified) the results were SKBR3 24h inh 108.

The whole of this part (from the top)
For Nc1nonc1-c1noc(N2CCOCC2)n1 the results were SKBR3 24h inh 114.
`Cc1ccc(S(=O)(=O)Nc2ccc3nc(N)sc3c2)cc1` gave SKBR3 24h inh 95.
`COc1ccc(C2=Nn3c(nnc3-c3ccccc3OC)SC2)cc1OC` gave SKBR3 24h inh 93.
Cc1nc2cccc(C(=O)NC3CCCCC3)c2o1 was read as SKBR3 24h inh 104.
Screening COc1cc(-c2nn3c(-c4cccc(C)c4)nnc3s2)cc(OC)c1OC returned SKBR3 24h inh 87.
For COc1cc2c(cc1OC)C(COc1ccc3c(C)cc(=O)oc3c1)N(C(=O)c1ccco1)CC2 (stereo unspecified) the results were SKBR3 24h inh 108.
For COc1cccc(-c2noc(-c3cccs3)n2)c1 the results were SKBR3 24h inh 80.
Cc1cc(C)nc(NS(=O)(=O)c2ccc(N)cc2)n1 was read as SKBR3 24h inh 94.
`Cc1ccc(C)c(Cn2nnc3c(=O)[nH]c(C(=O)NCc4ccco4)nc32)c1` gave SKBR3 24h inh 114.
N#CCCn1c(-c2nonc2NC(=O)c2ccccc2Cl)nc2ccccc21 was read as SKBR3 24h inh 95.
Screening CN1C(=O)c2oc3ccc(Br)cc3c(=O)c2C1c1ccncc1 (stereo unspecified) returned SKBR3 24h inh 86.
`COCCCn1c(SCC(N)=O)nnc1-c1ccccc1` gave SKBR3 24h inh 136.
Screening O=C(Oc1ccccc1)c1cccc(COC(=O)c2cnccn2)c1 returned SKBR3 24h inh 98.
Screening Cc1cccc2cc(CN(Cc3ccccc3)C(=O)N(C)C)c(=O)[nH]c12 returned SKBR3 24h inh 92.
`CCOC(=O)N1CCN(C(=O)Nc2ccc(Cl)cc2)CC1` gave SKBR3 24h inh 103.
Screening CCOC(=O)c1nc(N)c(=O)n(-c2ccccc2)n1 returned SKBR3 24h inh 92.
`CC(C)Sc1nc(NCc2ccco2)c2c3c(sc2n1)COC(C)(C)C3` gave SKBR3 24h inh 84.
COc1cccc(CNc2ccc(Br)cn2)c1O was read as SKBR3 24h inh 96.
For O=C(CSc1nc2ccccc2s1)N1CCOCC1 the results were SKBR3 24h inh 91.
Oc1ccc(CN2CCCc3ccccc32)c2cccnc12 was read as SKBR3 24h inh 88.

Looked up by compound from the entries so far, 2 records:
N#CCCn1c(-c2nonc2NC(=O)c2ccccc2Cl)nc2ccccc21 was read as SKBR3 24h inh 95.
`Cc1ccc(C)c(Cn2nnc3c(=O)[nH]c(C(=O)NCc4ccco4)nc32)c1` gave SKBR3 24h inh 114.

(cont.)
Screening O=C(NC1CCCC1)C(c1ccco1)N(Cc1ccccc1)C(=O)c1csnn1 (stereo unspecified) returned SKBR3 24h inh 100.
Screening COc1cc(NC(=O)CSc2nnc3n2C(C)(C)Cc2ccccc2-3)cc(OC)c1 returned SKBR3 24h inh 76.
Screening CCOc1cc(S(=O)(=O)NC2CCCC2)ccc1Cl returned SKBR3 24h inh 84.
Screening O=C(c1ccco1)N(Cc1cccs1)C1CCS(=O)(=O)C1 (stereo unspecified) returned SKBR3 24h inh 94.
O=C(OCN1C(=O)c2ccccc2C1=O)C1CCCCC1 was read as SKBR3 24h inh 115.
`COc1ccc(NC(=O)Nc2ccc3nccnc3c2)cc1` gave SKBR3 24h inh 93.
Screening CN(C)CCN(Cc1ccccc1)c1ccnc(N(C)C)c1C#N returned SKBR3 24h inh 78.
For O=S1(=O)NC(=NC2CCCCCC2)c2ccccc21 the results were SKBR3 24h inh 97.
Screening CCOC(=O)C1C(c2ccc3c(c2)OCO3)NC(=O)NC1(O)C(F)(F)F (stereo unspecified) returned SKBR3 24h inh 87.
O=C(CN1CCOCC1)OCCCC1CCCCC1 was read as SKBR3 24h inh 112.
CCOC(=O)c1c(C)n(C)c2ccc(OC)c(NC(=O)CN3CCCCC3)c12 was read as SKBR3 24h inh 60.
CCN1CCN(c2cc(C)c3cc(NC(=O)c4ccc(Br)o4)ccc3n2)CC1 was read as SKBR3 24h inh 67.
O=C(NCCOc1ccccc1)c1ncn[nH]1 was read as SKBR3 24h inh 97.
COc1cccc(-n2nnnc2SCC(=O)Nc2cccc(NC(C)=O)c2)c1 was read as SKBR3 24h inh 87.
Screening O=C1c2ccccc2C(=O)N1CCc1ccccn1 returned SKBR3 24h inh 90.
Screening COc1ccccc1C1C=C(c2ccccc2)Nc2nnnn21 (stereo unspecified) returned SKBR3 24h inh 93.
`Cc1ccnc(NC(=O)CCC(=O)N(CC(=O)NC2CCCCC2)c2ccc3c(c2)OCO3)c1` gave SKBR3 24h inh 80.
For CCn1c(N)c(C(=O)NCc2cccnc2)sc1=S the results were SKBR3 24h inh 90.
COc1ccc(C(O)c2nccn2Cc2ccccc2)cc1 (stereo unspecified) was read as SKBR3 24h inh 73.
O=C(O)CSCc1c(F)cccc1Cl was read as SKBR3 24h inh 99.
For COc1ccc(CCN2CCCn3c2nc2c3c(=O)n(Cc3ccccc3F)c(=O)n2C)cc1OC the results were SKBR3 24h inh 103.
Screening O=C(c1ccc2c(c1)c(=O)oc1ccccc12)N1CCCCC1 returned SKBR3 24h inh 105.
O=C(CSc1nnc(-c2ccco2)n1-c1ccccc1)NCc1ccc2c(c1)OCO2 was read as SKBR3 24h inh 118.
O=C1CNCc2[nH]c3ccccc3c2N1c1ccccc1 was read as SKBR3 24h inh 98.
For COc1ccc(N(CC(=O)Nc2ccc(S(=O)(=O)N3CCCC3)cc2)S(C)(=O)=O)cc1OC the results were SKBR3 24h inh 100.
`CC(C)=CCCC(C)CN1CCC(O)CC1` (stereo unspecified) gave SKBR3 24h inh 108.
Screening Cc1ccc(C2CC(C(F)F)n3ncc(C(=O)Nc4cnn(Cc5ccccc5C)c4)c3N2)cc1 (stereo unspecified) returned SKBR3 24h inh 32*.
CNC(=O)N(C1=NCC(C)S1)c1ccc(F)cc1F (stereo unspecified) was read as SKBR3 24h inh 95.
`COc1ccc(NC(=O)CC(Cc2ccccc2)C(=O)O)cc1` (stereo unspecified) gave SKBR3 24h inh 87.
CC(CC(=O)NC1CCSC1=O)c1ccccc1 (stereo unspecified) was read as SKBR3 24h inh 103.
`Cc1cc(OCc2ccc(F)cc2)nc(-c2ccccc2O)n1` gave SKBR3 24h inh 93.
For COc1cccc(-c2nnc(NC(=O)c3ccc(S(=O)(=O)N(CC(C)C)CC(C)C)cc3)o2)c1 the results were SKBR3 24h inh 138.
`COc1cccc(N(C(=O)c2ccco2)C(C(=O)NC2CCCC2)c2ccc(N(C)C)cc2)c1` (stereo unspecified) gave SKBR3 24h inh 97.
`COc1ccccc1C(=O)N1CCCC1(C#N)c1ccccc1` (stereo unspecified) gave SKBR3 24h inh 93.
COc1cc(C)c(C)cc1S(=O)(=O)N1CCCCC1c1cccnc1 (stereo unspecified) was read as SKBR3 24h inh 86.
`O=C(Nc1cccc(O)c1)c1ccccc1` gave SKBR3 24h inh 93.
Screening Cc1ccc(NC(=O)CC(O)(C(F)(F)F)C(F)(F)F)c(Br)c1 returned SKBR3 24h inh 90.
`O=C(CC1C(=O)NCCN1C(=O)Nc1ccccc1)Nc1cccc(C(F)(F)F)c1` (stereo unspecified) gave SKBR3 24h inh 86.
Cc1ccc(N2C(=O)CC(N(O)C3CC(=O)N(c4ccc(C)cc4)C3=O)C2=O)cc1 (stereo unspecified) was read as SKBR3 24h inh 87.
`O=C(CN(C(=O)C1COc2ccccc2O1)c1ccccc1)NCC1CCCO1` (stereo unspecified) gave SKBR3 24h inh 102.
N#Cc1nc(-c2ccc(OCc3ccc(Cl)cc3)cc2)oc1NCCCn1ccnc1 was read as SKBR3 24h inh 98.
CCOC(=O)c1c(NC(=O)CSc2ncn[nH]2)sc(C)c1C was read as SKBR3 24h inh 99.
Cc1cc(N2CCOCC2)c2c(N)c(Br)cc(C)c2n1 was read as SKBR3 24h inh 94.
`CCc1ccc(S(=O)(=O)NCc2cn3cccc(C)c3n2)s1` gave SKBR3 24h inh 93.
For CCOC(=O)CC1(C)NC(=O)c2c(C)sc(C(=O)OCC)c2N1 (stereo unspecified) the results were SKBR3 24h inh 68.
Screening O=C(CSc1nnc(-c2ccco2)o1)NCC(=O)c1ccccc1 returned SKBR3 24h inh 83.
`COc1ccc(NC(=O)CCCN2C(=O)CCC2=O)cc1Cl` gave SKBR3 24h inh 98.
Screening Cc1sc(NC(=O)COc2cccc(-n3cnnn3)c2)c(C#N)c1C returned SKBR3 24h inh 85.
`O/N=C1/CCc2cccc3cccc1c23` gave SKBR3 24h inh 103.
`CCOc1ccc2nc(NC(=O)c3cnccn3)sc2c1` gave SKBR3 24h inh 94.
Screening CCN(CC)c1cccc(OC2=NS(=O)(=O)c3ccccc32)c1 returned SKBR3 24h inh 84.
O=C(CSc1nnc(-c2ccc(F)cc2)o1)Nc1ccc(S(=O)(=O)N2CCCCCC2)cc1 was read as SKBR3 24h inh 73.
`O=C(Nc1ccccc1)C1CCN(c2nccs2)CC1` gave SKBR3 24h inh 105.
Cc1nc2c(C(=O)NCc3ccc4c(c3)OCO4)c[nH]n2c(=O)c1Cc1ccccc1F was read as SKBR3 24h inh 73.
COc1ccc2oc(=O)c(C(=O)N3CCN(c4ccc(F)cc4)CC3)cc2c1 was read as SKBR3 24h inh 94.
For CC1=C(C(=O)N2CCOCC2)C(c2ccccc2F)C2=C(CC(C)(C)CC2=O)N1 (stereo unspecified) the results were SKBR3 24h inh 83.
`O=C(COc1ccc2ccccc2c1Br)N1CCN(c2ccccn2)CC1` gave SKBR3 24h inh 97.
COc1ccc(CCNC(=O)CN(c2ccc(OC)c(OC)c2)S(C)(=O)=O)cc1 was read as SKBR3 24h inh 109.
Screening COCCNc1oc(-c2ccc(F)cc2)nc1C#N returned SKBR3 24h inh 88.
C=C(C)CSc1nc(N)cc(=O)[nH]1 was read as SKBR3 24h inh 45.
Screening CS(=O)(=O)N1CCN(C(=O)c2cccnc2)CC1 returned SKBR3 24h inh 103.
Screening O=C(NCc1ccc2c(c1)OCO2)c1ccc2c(c1)C(=O)N(Cc1cccnc1)C2=O returned SKBR3 24h inh 101.
For Cc1ccc(S(=O)(=O)N2CCN(S(=O)(=O)N3CCCCC3)CC2)c(C)c1 the results were SKBR3 24h inh 76.
For Cc1ccc2[nH]c3c(=O)n(CCCN4CCOCC4)cnc3c2c1 the results were SKBR3 24h inh 92.
Screening O=C1OC(Nc2ccc3c(c2)OCO3)c2ccccc21 (stereo unspecified) returned SKBR3 24h inh 84.
For O=C(CN1CCC(n2nnc3ccccc32)CC1)Nc1ccc2c(c1)CCC2 the results were SKBR3 24h inh 88.
`CCOC(=O)CSc1nc2c(c(=O)n1-c1ccc(OCC)cc1)SCC2` gave SKBR3 24h inh 89.
For COc1cc(Cl)ccc1S(=O)(=O)n1nc(C)cc1C the results were SKBR3 24h inh 109.
`Nn1c(SCc2cccc3ccccc23)nnc1-c1ccco1` gave SKBR3 24h inh 74.
O=C(c1ccco1)N(Cc1ccco1)c1ccc(O)cc1 was read as SKBR3 24h inh 98.
`Cc1cccc(-c2nnc3n2N=C(c2ccc(Br)cc2)CS3)c1` gave SKBR3 24h inh 91.
Cn1c(CCN2CCCCC2)nc2cc(NC(=O)Nc3ccccc3)ccc21 was read as SKBR3 24h inh 63.
`O=C(NCc1ccccc1)c1c(O)c2cccc3c2n(c1=O)CCC3` gave SKBR3 24h inh 101.
`COC(=O)c1ccccc1NC(=O)c1cccc(NC(=O)c2ccc(Br)o2)c1C` gave SKBR3 24h inh 95.
COc1ccccc1C(=O)C(O)c1ccccc1OC (stereo unspecified) was read as SKBR3 24h inh 98.
For COc1ccc(CCNc2oc(COc3ccccc3F)nc2C#N)cc1 the results were SKBR3 24h inh 103.
`CC1(C)Cc2ccccc2-c2nnc(SCC(=O)Nc3ccc4c(c3)OCO4)n21` gave SKBR3 24h inh 90.
`NC(=O)CSCc1c(Cl)cccc1Cl` gave SKBR3 24h inh 108.
For CCCS(=O)(=O)c1c(S(=O)(=O)CCC)c2ccccn2c1C(=O)OC the results were SKBR3 24h inh 93.
For CC(C)COC(=O)c1ccc(NC(=O)C2C3C=CC(C3)C2C(=O)O)cc1 (stereo unspecified) the results were SKBR3 24h inh 87.
Screening O=C(c1ccccc1)N1CCN(C2CC3CCC2C3)CC1 (stereo unspecified) returned SKBR3 24h inh 83.
`C/C(Nc1cccc(F)c1)=C(/C#N)C(N)=O` gave SKBR3 24h inh 81.
CC(=O)Nc1ccc(S(=O)(=O)N2CCN=C2C)cc1 was read as SKBR3 24h inh 90.
O=C(c1noc2c1CCCCC2)N1CCN(C(c2ccccc2)c2ccccc2)CC1 was read as SKBR3 24h inh 112.
Screening CC1CCN(Cc2nc3c(c(=O)n(C)c(=O)n3C)n2Cc2c(F)cccc2Cl)CC1 returned SKBR3 24h inh 123.
Screening CCCOc1ccccc1C(=O)NCCCC(=O)O returned SKBR3 24h inh 93.

Sorted by number of heavy atoms (falling): some entries from above
O=C(c1noc2c1CCCCC2)N1CCN(C(c2ccccc2)c2ccccc2)CC1 was read as SKBR3 24h inh 112.
Screening O=C(c1ccccc1)N1CCN(C2CC3CCC2C3)CC1 (stereo unspecified) returned SKBR3 24h inh 83.
`C/C(Nc1cccc(F)c1)=C(/C#N)C(N)=O` gave SKBR3 24h inh 81.

Screening data: PubChem, SRMLSC
